# Screens: PubChem, Broad Institute
# U2OS ROS induce – ROS inducers in U2OS cancer cells, primary screen, cell-based, H2DCF-DA fluorescence. U2OS ROS induction. ROS induction (% of piperlongumine), % at 10 µM. actives 2% (n = 46,000); in the data active = ROS induction above about 79%, passing the limit was not always enough; inconclusive = no clear call, values can overlap the other calls;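 note: 0% = DMSO vehicle median and 100% = reference compound median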
# * marks the source's active call; other numbers are inactive results; ? = inconclusive. The list is partial; the hit share may differ from the screen's.
SMILES,U2OS ROS induce
Cc1ccc(S(=O)(=O)Nc2ccc3c(c2)CC(=O)N([C@@H](C)CO)C[C@@H](C)[C@@H](CN(C)CC2CCCCC2)O3)cc1,-6.6
C[C@@H]1CN([C@H](C)CO)C(=O)Cc2cc(NC(=O)Nc3cccc4ccccc34)ccc2O[C@H]1CN(C)Cc1ccc(Cl)c(Cl)c1,15.3
COc1ccc(NC(=O)Nc2cccc3c2O[C@@H](CN(C)S(=O)(=O)c2cn(C)cn2)[C@@H](C)CN([C@@H](C)CO)C3=O)cc1,1.2
COc1ccc(NC2SC(=O)N(Cc3ccccc3)C2=O)cc1 (configuration not stated),2.7
C[C@@H]1CCCCO[C@@H](CN(C)CC2CC2)[C@@H](C)CN([C@H](C)CO)C(=O)c2cc(NC(=O)Nc3ccc4c(c3)OCO4)ccc2O1,20.2
O=C(CSc1nnc(-c2ccncc2)n1-c1ccc(F)cc1)Nc1ccc(Cl)cc1,-8.6
COc1ccccc1NC(=O)CCc1nc(-c2ccccc2F)no1,-3.7
C[C@@H]1CN([C@@H](C)CO)C(=O)c2cc(NC(=O)C3CC3)ccc2O[C@@H]1CN(C)C(=O)Nc1ccc(C(F)(F)F)cc1,80.4*
Cc1cccnc1NCC(O)COc1ccccc1 (configuration not stated),1.7
C[C@H]1CN([C@@H](C)CO)C(=O)Cc2cc(NS(C)(=O)=O)ccc2O[C@H]1CN(C)CC1CCCCC1,-1.7
C[C@H]1CN([C@@H](C)CO)C(=O)c2cccc(NS(=O)(=O)c3ccc(F)cc3)c2O[C@H]1CN(C)S(=O)(=O)c1ccc(F)cc1,-2.6
C[C@@H]1CN([C@@H](C)CO)C(=O)c2cc(NS(=O)(=O)c3cccs3)ccc2O[C@@H]1CN(C)S(=O)(=O)c1ccc(Cl)cc1,0.6
C[C@H](CO)N1C[C@H](C)[C@H](CN(C)C(=O)Nc2cccc3ccccc23)Oc2c(NS(=O)(=O)c3cn(C)cn3)cccc2C1=O,-2.4
O=[N+]([O-])c1ccc(N2CCN(S(=O)(=O)c3ccc(F)cc3)CC2)cc1NCc1cccnc1,136.3*
C[C@H](CO)N1C[C@H](C)[C@H](CN(C)C(=O)Nc2ccc(F)cc2)Oc2ncc(C#Cc3ccc(F)cc3)cc2C1=O,?
[N-]=[N+]=Nc1ccccc1C[C@]1(C(=O)NCCN2CCOCC2)N=C(c2ccc(OCCCO)cc2)O[C@H]1c1ccccc1,5.4
COc1ccc(CN(C)C[C@@H]2Oc3ccc(NS(=O)(=O)c4ccc(F)cc4)cc3CC(=O)N([C@H](C)CO)C[C@@H]2C)cc1,2.7
COc1ccc(S(=O)(=O)NCc2csc(-c3ccccc3)n2)cc1OC,-14.0
CC(C)NC(=O)Nc1ccc2c(c1)CC(=O)N([C@@H](C)CO)C[C@@H](C)[C@@H](CN(C)S(=O)(=O)c1ccc(F)cc1)O2,-7.2
Cc1ccccc1-n1c(SCC(=O)O)nc2sc3c(c2c1=O)CC(C)(C)OC3,-7.7

# Quoted at random: two entries already listed
SMILES,U2OS ROS induce
[N-]=[N+]=Nc1ccccc1C[C@]1(C(=O)NCCN2CCOCC2)N=C(c2ccc(OCCCO)cc2)O[C@H]1c1ccccc1,5.4
Cc1ccccc1-n1c(SCC(=O)O)nc2sc3c(c2c1=O)CC(C)(C)OC3,-7.7

# (next part)
SMILES,U2OS ROS induce
O=C(CN1C(=O)C(c2ccccc2)=NC12CCCC2)Nc1ccccc1,8.8
C[C@@H]1CN([C@H](C)CO)C(=O)c2cc(NC(=O)CCCCCC(=O)Nc3ccccc3N)ccc2O[C@H]1CN(C)S(C)(=O)=O,11.5
C[C@H]1CN([C@@H](C)CO)C(=O)c2cccc(NC(=O)C3CCOCC3)c2O[C@@H]1CN(C)S(=O)(=O)c1ccccc1,-5.9
Cc1noc(C)c1NC(=O)N(C)C[C@@H]1Oc2c(NC(=O)c3cnccn3)cccc2C(=O)N([C@@H](C)CO)C[C@@H]1C,10.2
O=S(=O)(c1ccc(Cl)cc1)N1CCc2ccccc21,86.8*
Cc1nc2c(C(=O)NCc3ccccc3)c[nH]n2c(=O)c1Cl,4.3
Nc1ccc(/C=C/c2ccccc2)cc1,-0.5
C[C@H]1CN([C@@H](C)CO)C(=O)c2cc(N(C)C)ccc2O[C@@H]1CN(C)C,-9.7
O=C(COc1ccc(C(=O)Nc2ccc(F)cc2)cc1)Nc1cc(Cl)cc(Cl)c1,-20.9
C[C@H]1CN([C@@H](C)CO)C(=O)c2cc(NC(=O)Cc3cn(C)c4ccccc34)ccc2O[C@@H]1CN(C)C(=O)Nc1ccccc1,-3.6

# Arranged by length of the SMILES (ascending): 3 of the compounds above.
SMILES,U2OS ROS induce
O=C(CN1C(=O)C(c2ccccc2)=NC12CCCC2)Nc1ccccc1,8.8
C[C@H]1CN([C@@H](C)CO)C(=O)c2cc(N(C)C)ccc2O[C@@H]1CN(C)C,-9.7
C[C@H]1CN([C@@H](C)CO)C(=O)c2cc(NC(=O)Cc3cn(C)c4ccccc34)ccc2O[C@@H]1CN(C)C(=O)Nc1ccccc1,-3.6

# Quoted from the listing.
# In U2OS ROS induce, Cc1noc(C)c1NC(=O)N(C)C[C@@H]1Oc2c(NC(=O)c3cnccn3)cccc2C(=O)N([C@@H](C)CO)C[C@@H]1C has the entry 10.2
# In U2OS ROS induce, C[C@H]1CN([C@@H](C)CO)C(=O)c2cc(NC(=O)Cc3cn(C)c4ccccc34)ccc2O[C@@H]1CN(C)C(=O)Nc1ccccc1 has the entry -3.6

# New compounds follow.
SMILES,U2OS ROS induce
O=c1cc(CSc2n[nH]c(-c3cccs3)n2)c2ccc(O)cc2o1,29.5
COC(=O)c1ccc(NC(=O)CNS(=O)(=O)c2c(C)cc(C)cc2C)cc1,-0.1
O=c1[nH]c(C2=C(O)Cn3c2nc(=O)c2ccccc23)nc2ccccc12,3.1
CC1(C)CC(C)(O)P(=O)(c2ccccc2)O1 (configuration not stated),41.9
C[C@H](CO)N1C[C@H](C)[C@H](CN(C)Cc2ccc(C(=O)O)cc2)Oc2ccc(NS(C)(=O)=O)cc2CC1=O,-7.9
COc1ccc(S(=O)(=O)N(C)CC(=O)Nc2ccccc2C(F)(F)F)cc1Cl,-8.0
C[C@@H]1CN([C@H](C)CO)C(=O)Cc2cc(NS(=O)(=O)c3ccccc3)ccc2O[C@H]1CN(C)S(=O)(=O)c1cccs1,-0.9
C[C@@H]1CN([C@@H](C)CO)C(=O)c2cccc(NC(=O)Nc3ccc(C(F)(F)F)cc3)c2O[C@H]1CN(C)C(=O)NC1CCCCC1,18.0
CCN1CSC(=S)N(Cc2ccccc2)C1,6.1
Cc1noc(C)c1NC(=O)N(C)C[C@@H]1Oc2ccc(NC(=O)CCCN(C)C)cc2C(=O)N([C@H](C)CO)C[C@H]1C,-4.1
CN1CCN(c2ccc(CNC(=O)c3cccnc3Oc3ccc(Cl)cc3)cc2)CC1,-5.6
C[C@@H]1CN([C@H](C)CO)C(=O)Cc2cc(N(C)C)ccc2O[C@@H]1CN(C)S(=O)(=O)c1ccc(Cl)cc1,20.4
C[C@@H]1CN([C@H](C)CO)C(=O)c2cc(NS(=O)(=O)c3ccc(Cl)cc3)ccc2O[C@@H]1CN(C)Cc1ccc(Oc2ccccc2)cc1,42.9
O=c1cc(-c2ccc(O)cc2)oc2c(C3OCC(O)C(O)C3O)c(O)c(C3OC(CO)C(O)C(O)C3O)c(O)c12 (configuration not stated),3.9
CN(C)C(=O)[C@@]1(Cc2ccccc2CN=[N+]=[N-])COC(c2ccc(OCCCO)cc2)=N1,?
COc1ccc(OCC(=O)Nc2ccc(NC(=O)c3ccccc3Cl)c(OC)c2)cc1,58.6
O=C(CCCCCCC(=O)Nc1ccccc1O)N/N=C/c1ccc(Br)s1,-3.3
C[C@@H]1CCCCO[C@@H](CN(C)C(=O)c2ccccc2)[C@@H](C)CN([C@H](C)CO)C(=O)c2cc(NS(=O)(=O)c3ccc(Cl)cc3)ccc2O1,45.2
C[C@@H]1CN([C@@H](C)CO)C(=O)Cc2cc(NC(=O)Nc3ccc4c(c3)OCO4)ccc2O[C@@H]1CN(C)C(=O)Nc1cccc2ccccc12,-5.2
CCn1c(SCC(=O)Nc2ccc(Br)c(C)c2C)nnc1-c1ccccc1C,-11.3
COc1ccc(NC(=O)Nc2ccc3c(c2)CC(=O)N([C@H](C)CO)C[C@@H](C)[C@@H](CN(C)Cc2ccncc2)O3)cc1,1.4
O=C(CN1C(=O)CC(c2ccccc2)S(=O)(=O)c2ccccc21)Nc1ccccc1C(F)(F)F (configuration not stated),-1.9
Cc1ccc(-c2cc(=O)c3ccc4ccccc4c3o2)cc1,94.9*
CCN(C(=O)c1ccc(OC(C)=O)cc1)c1ccccc1C,-4.2
C[C@H]1CN([C@@H](C)CO)C(=O)c2cccc(NS(=O)(=O)c3ccc(Cl)cc3)c2O[C@H]1CN(C)Cc1ccc(C(F)(F)F)cc1,30.5
S=C(NCc1ccco1)NCC1CC(c2ccccc2)=NO1 (configuration not stated),-3.7
C[C@H](CO)N1C[C@H](C)[C@@H](CN(C)Cc2ccc(C(=O)Nc3ccccc3N)cc2)Oc2ccc(NS(=O)(=O)c3ccc(F)cc3)cc2C1=O,2.2
C[C@H]1CN([C@@H](C)CO)C(=O)c2cc(NC(=O)Nc3ccc4c(c3)OCO4)ccc2O[C@H]1CN(C)CC1CCCCC1,11.2
C[C@@H]1CN([C@@H](C)CO)C(=O)c2cc(NS(=O)(=O)c3ccc(Cl)cc3)ccc2O[C@H]1CN(C)Cc1ccc(Cl)c(Cl)c1,17.3
COc1ccc(NC(=O)CC2NCCNC2=O)cc1 (configuration not stated),-14.3
COc1ccc(-c2cc(C(F)(F)F)n3nc(C(=O)NCCCN4CCOCC4)cc3n2)cc1,-0.9
O=C1CCC(c2cccs2)=NN1CO,0.1
C[C@@H]1CN([C@@H](C)CO)C(=O)c2cccc(NS(C)(=O)=O)c2O[C@@H]1CN(C)C,-9.6
C[C@@H]1CN([C@H](C)CO)C(=O)c2cccc(NC(=O)c3ccncc3)c2O[C@H]1CN(C)Cc1ccncc1,34.1
COc1ccc(-c2cc(=O)c3cc(OCC(=O)Nc4ccc(C)cc4C)ccc3o2)cc1,-28.8
O=S(=O)(NCC(O)c1ccccc1)c1ccccc1 (configuration not stated),-2.8
C[C@@H]1CCCCO[C@@H](CN(C)C(=O)Cc2ccccc2)[C@@H](C)CN([C@H](C)CO)C(=O)c2cc(NC(=O)CCCCCC(=O)Nc3ccccc3N)ccc2O1,2.8
Cc1cc(Oc2coc3cc(OCC(=O)Nc4ccccc4F)ccc3c2=O)cc(C)c1Cl,-19.5
CCN(C1=NS(=O)(=O)c2ccccc21)N(CC)S(=O)(=O)c1ccc(C)cc1,35.2
Cc1noc(C)c1NC(=O)Nc1ccc2c(c1)C(=O)N([C@H](C)CO)C[C@H](C)[C@@H](CN(C)C)OCCCC[C@@H](C)O2,66.6
COc1ccc(S(=O)(=O)Nc2cccc3c2O[C@H](CN(C)Cc2ccc(C(=O)Nc4ccccc4N)cc2)[C@H](C)CN([C@@H](C)CO)C3=O)cc1,17.4
C[C@@H]1CCCCO[C@H](CN(C)C(=O)C2CCCCC2)[C@@H](C)CN([C@H](C)CO)C(=O)c2cc(N(C)C)ccc2O1,9.7
CCC(=O)[C@@]1(C)[C@H](C)C[C@H]2[C@@H]3CCC4=CC(=O)C=C[C@]4(C)[C@H]3[C@@H](O)C[C@@]21C,15.5
COc1ccc(C#Cc2cnc3c(c2)C(=O)N([C@H](C)CO)C[C@H](C)[C@H](CN(C)S(=O)(=O)c2cccs2)O3)cc1OC,5.1
C[C@@H]1CN([C@H](C)CO)C(=O)c2cccc(NS(=O)(=O)c3cn(C)cn3)c2O[C@H]1CN(C)C(=O)Nc1cccc2ccccc12,-1.3
CCN(CC)C(=O)Cn1cnc2sc(C(=O)N3CCN(c4ccc(F)cc4)CC3)c(C)c2c1=O,-10.8
C[C@H]1CN([C@@H](C)CO)C(=O)Cc2cc(NC(=O)Cc3cn(C)c4ccccc34)ccc2O[C@H]1CN(C)C,-9.6
COC(=O)c1ccc2c(=O)n(CCC3=CCCCC3)c(SCC(=O)C(C)(C)C)nc2c1,40.5
C[C@H](CO)N1C[C@H](C)[C@H](CN(C)S(C)(=O)=O)Oc2ccc(NS(=O)(=O)c3cccs3)cc2C1=O,-16.6
C[C@@H]1CC[C@@]2(C)C(C(=O)O)=CCC[C@@H]2[C@@]1(C)CCc1ccoc1,-1.9

# (continued)
SMILES,U2OS ROS induce
COc1ccc(S(=O)(=O)N(C)C[C@H]2Oc3c(NC(=O)c4cnccn4)cccc3C(=O)N([C@H](C)CO)C[C@@H]2C)cc1,-4.9
O=c1c2ccccc2[nH]c(=S)n1C1CCCC1,-12.4
Oc1cc2c(c(Cl)c1O)CCNC[C@@H]2c1ccccc1,-3.9
CCn1c(SCC(=O)Nc2cccc(C(=O)O)c2)nnc1-c1ccc(Cl)cc1Cl,-6.8
COc1ccc(CN(C)C[C@H]2Oc3ccc(NC(=O)Nc4ccc(OC)cc4)cc3CC(=O)N([C@@H](C)CO)C[C@H]2C)cc1,0.2
COc1ccccc1NC(=O)CC1C(=O)NCCN1C(=O)Nc1ccc(Cl)c(Cl)c1 (configuration not stated),-6.3
COc1ccc([Si](C)(C)[C@@H]2[C@@H](CCn3cc(CCO)nn3)O[C@]3(C(=O)N(Cc4ccc(N5CCOC5=O)cc4)c4ccccc43)[C@H]2C)cc1,39.2
C[C@H](CO)N1C[C@H](C)[C@H](CN(C)S(=O)(=O)c2ccc(Cl)cc2)Oc2ccc(NS(=O)(=O)c3ccccc3)cc2C1=O,48.9
C[C@@H]1CN([C@@H](C)CO)C(=O)c2cccc(NC(=O)c3nc4ccccc4s3)c2O[C@@H]1CN(C)Cc1ccc(-c2ccccc2)cc1,21.0
O=C(Nc1ccccc1)C1CCCCC1,5.9
C[C@@H]1CN([C@@H](C)CO)C(=O)c2cc(NC(=O)NC3CCCCC3)ccc2O[C@@H]1CN(C)Cc1ccc2c(c1)OCO2,-5.2

# In the list so far, 4 contain an NH in an aromatic ring:
SMILES,U2OS ROS induce
Cc1nc2c(C(=O)NCc3ccccc3)c[nH]n2c(=O)c1Cl,4.3
O=c1cc(CSc2n[nH]c(-c3cccs3)n2)c2ccc(O)cc2o1,29.5
O=c1[nH]c(C2=C(O)Cn3c2nc(=O)c2ccccc23)nc2ccccc12,3.1
O=c1c2ccccc2[nH]c(=S)n1C1CCCC1,-12.4
